Screens deposited in PubChem by Sanford-Burnham Center for Chemical Genomics.
Hsp70 displacement = small molecules displacing fluorescent ligand from Hsp70 – biochemical, fluorescence polarization, primary screen (AID 583) | actives 0.06% (n = 140,000) | one-dose displacement, % at 20 µM; IC50 in µM for titrated hits | Hsp70 fluorescence polarization probe displacement, mP; higher % means a stronger effect; in the data active = displacement above about 50%;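 also: plate controls were vehicle for no effect and reference ligand for full effect; a part of the inactive calls stands beside numbers as strong as those of hits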
MKP-3 inhibition = inhibition of rat DUSP6 enzyme activity – biochemical, in vitro, primary screen (AID 425) | actives 0.17% (n = 110,000) | recombinant MKP-3 phosphatase activity, fluorescence; higher % means a stronger effect | inhibition, % at 20 µM; hits with a dose series show IC50 in µM; in the data active = inhibition above about 50%;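 also: plate controls were vehicle for no effect and reference inhibitor for full effect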
Active calls of the source: *; . = not tested or not shown; & = joins results of further samples. Not all compounds are listed; rates above refer to the full screens.

The first 16 records as a preview:
Hsp70 displacement | MKP-3 inhibition | canonical_smiles
2.6% | -4% | Cc1c(-n2c(O)c(C3=c4cc(Br)ccc4=NC3=O)sc2=S)c(=O)n(-c2ccccc2)n1C
-2.6% | . | CCOC(=O)Cc1csc(NC(NC(=O)OCC)(C(=O)OCC)C(F)(F)F)n1 (stereo not drawn)
3.8% | -4% | Cc1cc(NS(=O)(=O)c2ccc(NC(=O)C(C)Oc3cccc(Cl)c3)cc2)nc(C)n1 (stereo not drawn)
-1.1% | 1% | CSc1nc2c(c(-c3ccc(Cl)cc3)c1C#N)C(=O)CC(C)(C)C2
-0.7% | 3% | CC(/C=N/NC(=O)c1cc(C)[nH]n1)=C\c1ccccc1
-26% | 9% | COc1ccc(CC(=O)Nc2ccc(-c3nnc(-c4ccccc4)o3)cc2)cc1
2.4% | 7% | CCCCOC(=O)c1ccc(NC(=O)COc2ccc3c(c2)oc(=O)c2ccccc23)cc1
-1.4% | -3% | O=C(CN1CCN(c2ncccn2)CC1)NCCC1=CCCCC1
-0.8% | . | CC(C)(C)n1nnnc1C(c1cccnc1)N1CCN(c2ccccc2F)CC1 (stereo not drawn)
-0.6% | 0% | O=[N+]([O-])c1ccc2c(c1)ONC(c1ccc(Cl)cc1)=N2
1.7% | -9% | COc1cccc2c(C)nc(Nc3nc(CSc4nnc(C)s4)cc(=O)[nH]3)nc12
-1.4% | 3% | COc1ccc(C2Nc3ccc(Cl)cc3C(c3ccccc3)O2)cc1 (stereo not drawn)
-1.0% | -12% | COc1cc(-c2nn3c(COc4ccccc4)nnc3s2)cc(OC)c1OC
. | -17% | COc1cc(CN2CCC(C(=O)N3CCN(c4ccccc4F)CC3)CC2)cc(OC)c1OC
-4.9% | -11% | O=C(NC1CC2CCCC(C1)N2C(=O)Nc1ccccc1)c1ccncc1 (stereo not drawn)
3.9% | 4% | O=C(CC(=O)c1ccccc1)Nc1ccc(C(=O)O)cc1

The whole of this part (from the top)
Hsp70 displacement | MKP-3 inhibition | canonical_smiles
2.6% | -4% | Cc1c(-n2c(O)c(C3=c4cc(Br)ccc4=NC3=O)sc2=S)c(=O)n(-c2ccccc2)n1C
-2.6% | . | CCOC(=O)Cc1csc(NC(NC(=O)OCC)(C(=O)OCC)C(F)(F)F)n1 (stereo not drawn)
3.8% | -4% | Cc1cc(NS(=O)(=O)c2ccc(NC(=O)C(C)Oc3cccc(Cl)c3)cc2)nc(C)n1 (stereo not drawn)
-1.1% | 1% | CSc1nc2c(c(-c3ccc(Cl)cc3)c1C#N)C(=O)CC(C)(C)C2
-0.7% | 3% | CC(/C=N/NC(=O)c1cc(C)[nH]n1)=C\c1ccccc1
-26% | 9% | COc1ccc(CC(=O)Nc2ccc(-c3nnc(-c4ccccc4)o3)cc2)cc1
2.4% | 7% | CCCCOC(=O)c1ccc(NC(=O)COc2ccc3c(c2)oc(=O)c2ccccc23)cc1
-1.4% | -3% | O=C(CN1CCN(c2ncccn2)CC1)NCCC1=CCCCC1
-0.8% | . | CC(C)(C)n1nnnc1C(c1cccnc1)N1CCN(c2ccccc2F)CC1 (stereo not drawn)
-0.6% | 0% | O=[N+]([O-])c1ccc2c(c1)ONC(c1ccc(Cl)cc1)=N2
1.7% | -9% | COc1cccc2c(C)nc(Nc3nc(CSc4nnc(C)s4)cc(=O)[nH]3)nc12
-1.4% | 3% | COc1ccc(C2Nc3ccc(Cl)cc3C(c3ccccc3)O2)cc1 (stereo not drawn)
-1.0% | -12% | COc1cc(-c2nn3c(COc4ccccc4)nnc3s2)cc(OC)c1OC
. | -17% | COc1cc(CN2CCC(C(=O)N3CCN(c4ccccc4F)CC3)CC2)cc(OC)c1OC
-4.9% | -11% | O=C(NC1CC2CCCC(C1)N2C(=O)Nc1ccccc1)c1ccncc1 (stereo not drawn)
3.9% | 4% | O=C(CC(=O)c1ccccc1)Nc1ccc(C(=O)O)cc1
3.1% | 2% | Cc1cc(C)c(C(=O)c2ccc(C(N)=O)cc2)c(C)c1
1.5% | -7% | COc1cc(C2C3=C(CC(C)(C)CC3=O)NC3=C2C(=O)CC(C)(C)C3)ccc1OCc1ccccc1
0.2% | -7% | COC(=O)C1CCN(C(c2cccs2)c2sc3nc(C)nn3c2O)CC1 (stereo not drawn)
6.3% | 3% | O=C(N1CCCCCC1)N1CCN(S(=O)(=O)N2CCCCC2)CC1
1.7% | . | CC(C)OC(=O)NC(C)(C)COC(=O)Nc1cccc(Cl)c1
4.8% | 1% | CN1CCN(C(=O)c2ccccc2-c2nc(-c3ccc(Cl)cc3)no2)CC1
-2.1% | -11% | CCOc1cc(S(=O)(=O)NC2CC(C)(C)NC(C)(C)C2)ccc1F
-3.4% | 2% | O=C(Nc1ccc(S(=O)(=O)N2CCCCC2)cc1)c1ccc(Cl)cc1
1.2%&-5.8% | 1% | COc1ccccc1CNC(=O)c1cccc(N(C)C)c1
2.6% | -6% | CC1(C)CC(=O)CC(C)(C)N1OC(=O)c1ccncc1
5.3% | -2% | CCN(CC)CCCOc1ccccc1OC
-0.5% | -12% | Cc1cc(C(c2nnnn2Cc2ccccc2)N2CCOCC2)c(C)n1-c1ccc2c(c1)OCO2 (stereo not drawn)
-5.6% | 7% | O=C(NCC1CCCO1)c1ccccc1-c1nc(-c2ccccc2)no1 (stereo not drawn)
-2.8% | -1% | Cn1ncc(C#N)c1/N=C/N1CCOCC1
0.8%&-3.6% | -10%&3% | CCOC(=O)c1ccccc1NC(=O)COc1ccccc1
-0.2% | 0% | CC1(C)Cc2nc3oc4c(N(CCO)Cc5ccccc5)ncnc4c3cc2CO1
-1.7% | -8% | O=C(CCCCCC(=O)N(CCO)CCO)N(CCO)CCO
3.3% | 4% | COc1ccccc1N1CCN(/N=C\c2ccc(O)cc2O)CC1
-4.0% | -8% | O=c1c[n+]([O-])c2ccccc2n1OCc1ccccn1
-3.8% | -3% | COc1ccc(NC(=O)c2ccc3c(c2)C(=O)N(Cc2cccnc2)C3=O)cc1
1.6% | . | O=[N+]([O-])c1ccc2n[nH]nc2c1
8.5% | -6% | CC(C)=CCC/C(C)=C/CCC(C)NCCN1CCNCC1 (stereo not drawn)
6.4% | 1% | COc1ccc(-n2c(=O)c3c4c(sc3n3c(C)nnc23)CC(C)CC4)cc1 (stereo not drawn)
0.6% | -11% | Oc1ccc(N=Cc2ccc(-c3cccs3)s2)cc1
3.5% | 3% | O=C(O)CCc1ccc(-c2ccc(F)cc2)n1CCC(=O)O
2.5% | -6% | O=C(Nc1cc(C(=O)N2CCCC2)ccc1N1CCCC1)c1ccccc1F
2.6% | 2% | CC(=O)Nc1c(O)nc(SCc2ccc([N+](=O)[O-])cc2)[nH]c1=O
3.7% | -8% | COc1ccc(Cl)cc1NC(=O)N1CCN(CCc2ccccc2)CC1
0.4% | 2% | Fc1ccc(C(c2nnnn2C2CCCC2)N2CCN(Cc3ccccc3)CC2)cc1 (stereo not drawn)
4.7% | . | O=S(=O)(Nc1ccc(Oc2ncccn2)c(Cl)c1)c1ccc(Cl)cc1
-12% | -2% | CC(C)c1cc(C(=O)Nc2cc(Cl)ccc2O)no1
1.7% | -1% | c1cncc(-c2nnc(-c3cccnc3)nn2)c1
5.7% | 2% | Cc1c(C(=O)Nc2cccc(C(F)(F)F)c2)oc2ccc(S(=O)(=O)N3CCOCC3)cc12
0.7% | -7% | Cc1cccc(-n2ncc3c(N(CCO)CCO)ncnc32)c1

(further entries)
Hsp70 displacement | MKP-3 inhibition | canonical_smiles
-0.5% | -7% | Cc1ccc(OC(=O)NC2CCS(=O)(=O)C2)cc1C (stereo not drawn)
2.7% | -18% | Cc1nnc(SCC(=O)NCc2cccs2)[nH]c1=O
-0.6% | -23% | Cc1cc(C)nc(NC(=O)C(C)N2C(=O)c3ccccc3C2=O)n1 (stereo not drawn)
10% | -1% | O=C(Nc1ccc(I)cc1)c1ccc(I)cc1
-0.6% | . | O=C1NNC(=O)C2C3C=CC(C4CC34)C12 (stereo not drawn)
-6.3% | -9% | CCc1ccccc1NC1c2ccccc2C(=O)N1c1cccnc1 (stereo not drawn)
-4.1%&0.0% | -8%&4% | COc1ccc(C2CC(=O)C3=C(C2)NC(C)=C(C#N)C3c2ccc(N(C)C)cc2)cc1 (stereo not drawn)
-0.4% | 0% | Nc1cc(Cl)c(S(=O)(=O)N2CCOCC2)cc1S(=O)(=O)N1CCOCC1
-1.6% | 2% | O=C(CCS(=O)(=O)c1cc(Br)cc2c1N(C(=O)C1CC1)CC2)NCc1ccco1
-0.8% | 0% | Cc1cc(NC(=O)COC(=O)/C=C/c2ccc([N+](=O)[O-])cc2)no1
2.2% | 4% | Cc1cc(OCC(=O)Nc2cc([N+](=O)[O-])ccc2Cl)ccc1Br
1.2% | 0% | O=C1C2C3C=CC(C4CC34)C2C(=O)N1N=Cc1ccccc1Cl (stereo not drawn)
-2.6% | 6% | CCOC(=O)C1=C(O)/C(=C/c2ccc(O)cc2)SC1=Nc1cccc(Cl)c1
-4.5% | -12% | CC1=C(C(=O)Nc2ccc(Cl)cc2)C(c2cccs2)n2nnnc2N1 (stereo not drawn)
-0.5% | . | CC1CCC(NC(=O)CC(C)(C)Cc2nc3ccccc3c(=O)[nH]2)CC1 (stereo not drawn)
3.5% | -3% | O=C(C1CCN(CC2CCCCC2)CC1)N1CCCC1
-5.0% | 0% | O=C1NC(=Nc2cccnc2)S/C1=C\c1ccc(F)cc1
0.6% | 3% | CCOC(=O)N/N=C(\C)Cc1ccc2c(c1)OCO2
-3.7% | 0% | Cc1ccc(-c2csc(NC(=O)C3CC4CCC3C4)n2)cc1 (stereo not drawn)
4.3% | 0% | NC1=NC2(CCC(c3ccccc3)CC2)n2c(nc3ccccc32)N1 (stereo not drawn)
-1.8% | 2% | FC(F)(F)c1nnc2sc(-c3ccncc3)nn12
-0.7% | 2% | CCc1ccccc1NS(=O)(=O)c1ccc(OC)c(OC)c1
-3.7% | . | CCOC(=O)C1=C(C)N=C2SCCC(=O)N2[C@@H]1/C=C/c1ccccc1
-6.2% | -11% | COc1cc2nc(SCC(=O)NCc3ccco3)n(Cc3ccc(Cl)cc3)c(=O)c2cc1OC
0.2% | 2% | CCOC(=O)c1ccc(NC(=S)NC(NC(=O)CC(C)C)C(Cl)(Cl)Cl)cc1 (stereo not drawn)

The last two compounds of the section before open the next one.
Hsp70 displacement | MKP-3 inhibition | canonical_smiles
-6.2% | -11% | COc1cc2nc(SCC(=O)NCc3ccco3)n(Cc3ccc(Cl)cc3)c(=O)c2cc1OC
0.2% | 2% | CCOC(=O)c1ccc(NC(=S)NC(NC(=O)CC(C)C)C(Cl)(Cl)Cl)cc1 (stereo not drawn)
3.5% | -1% | CCC1(C)CC(CCNCc2ccc(F)cc2)(c2ccc(OC)cc2)CCO1 (stereo not drawn)
-7.4% | 0% | COc1ccc(Br)cc1C=NN1CCN(Cc2ccccc2)CC1
-5.0% | . | Cn1c(Oc2ccccc2NCc2cccc(Br)c2)cc(=O)n(C)c1=O
-0.2% | -2% | O=C(O)c1cc2nc(C3CC3)cc(C(F)(F)F)n2n1
-4.4% | -8% | O=C(c1ccco1)N1CCN(C(=O)c2sccc2-c2ccccc2)CC1
-1.7% | -14% | CCc1ccccc1NC(=O)C1CCCN(S(=O)(=O)c2c(C)noc2C)C1 (stereo not drawn)
4.0% | 6% | CC(C)OCCCNC(=O)C1CCC(=O)N1C(C)C (stereo not drawn)
-1.7% | 2% | Cc1sc2nc(SCC(=O)NCCCN3CCOCC3)n(-c3ccccc3)c(=O)c2c1C
1.4% | -2% | Cc1[nH]c2ccccc2c1NC(=O)CN1CCN(c2cccc(C(F)(F)F)c2)CC1
-6.7% | 0% | COc1ccc(C2NC(=O)NC(C)=C2C(=O)OCc2ccccc2)cc1OC (stereo not drawn)
2.7% | 7% | Cc1c(C(=O)OC(C)C)sc(NC(=O)/C=C/c2ccc3c(c2)OCO3)c1C(=O)OC(C)C
-3.1% | -2% | CSc1ccccc1NC(=O)CN(c1ccccc1)S(=O)(=O)N(C)C
-4.4%&-2.3% | 3% | O=C(CCCN1C(=O)c2cccc3cccc(c23)C1=O)N1CCc2ccccc2C1
1.1% | -4% | CC1(C)NC(=O)N(CC(O)COC2CCCCC2)C1=O (stereo not drawn)
2.6% | 9% | CN(CCC#N)c1ncnc2scc(-c3ccccc3)c12
-1.5% | -13% | Cc1sc2ncn(CC(=O)N(CC(=O)NC3CCCC3)Cc3cccs3)c(=O)c2c1C
1.4% | -6% | COC(=O)COc1ccc(S(=O)(=O)Nc2ccc3c(c2)OCCO3)cc1Cl
3.1% | -2% | Cc1ccc2c(C(=O)CN3CCN(C4CCCCC4)CC3)c(C)[nH]c2c1
2.3% | . | CCc1ccc(N2C(=O)CC(N3CCC(C(=O)OC)CC3)C2=O)cc1 (stereo not drawn)
19% | 1% | CC1CCN(C(=O)COC(=O)c2n[nH]c3ccccc23)CC1
3.8% | 0% | CC1C(c2ccccc2)N(C)C(c2ccccc2)CC1(O)Cc1ccccc1 (stereo not drawn)
-0.1% | 2% | O=C(c1nn2c(C(F)(F)F)cc(-c3ccco3)nc2c1Cl)N1CCCCC1
-0.2% | . | CCOC(=O)CCSc1nc(C(C)(C)C)cc(C(F)(F)F)c1C#N
0.2% | -16% | O=C(CSc1nnc(-c2cc3ccccc3cc2O)n1Cc1ccco1)c1ccc(F)cc1
3.1% | . | CCC(CC)NC(=O)c1ccccc1Oc1ccccc1
-0.5% | -11% | CCCC(=O)Nc1nc2ccc3nc(C)sc3c2s1
-1.6%&2.6% | 1% | COc1ccc(N2C(=O)CC(Sc3ncccc3C(=O)O)C2=O)cc1 (stereo not drawn)
-0.6% | . | Cc1c(NC(=O)CSc2nnnn2-c2ccc(O)cc2)c(=O)n(-c2ccccc2)n1C
-0.9% | 2% | S=C(NCCN1CCOCC1)Nc1ccccc1
14% | 2% | Cn1c2ccc(Br)cc2c2nc3cc4ccccc4cc3nc21
